Assay outcomes deposited in PubChem by several laboratories.
hgDAF12 agonist – agonists of H. glycines DAF-12 nuclear receptor | HEK293 GAL4-hgDAF12 UAS-luciferase reporter, agonist luminescence; normalized to butyrate control | activation, % at 6.8 µM | 370,000 tested, 1.8% active;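 active means activation above a cutoff set at the mean of all screened compounds plus 3 SD, cut at about 10% in these data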;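 further: 0% = DMSO wells and 100% = sodium butyrate wells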
Rev-erbA mod – Rev-erb alpha (human) modulation; 370,000 tested, 0.79% active; activity, % at 10 µM; Rev-erbα–FITC-DNA binding, fluorescence polarization, 90 min; AID 1259318; P20393;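 active means activity above about 14%, limit read from the data; passing the limit was not always enough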;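 further: 0% = DMSO wells with 35 nM protein and 100% = DMSO wells with 750 nM protein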
PLCg1 inh – inhibitors of human phospholipase C gamma1; P19174; purified PLC-gamma1, fluorogenic substrate, fluorescence; inhibition, % at 12.2 µM; 370,000 tested, 0.84% active; AID 720700; in the data active means inhibition above about 9.5%
PLCb3 inh – blocks human PLC-beta3 enzyme activity; Purified PLC-beta3, fluorogenic substrate, fluorescence; Q01970; 370,000 tested, 0.18% active; inhibition, % at 12.2 µM; in the data active means inhibition above about 11%;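 further: 0% = median of compound wells on plate and 100% = full blocker control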
Target sequence (Q01970 whole entry, looked up): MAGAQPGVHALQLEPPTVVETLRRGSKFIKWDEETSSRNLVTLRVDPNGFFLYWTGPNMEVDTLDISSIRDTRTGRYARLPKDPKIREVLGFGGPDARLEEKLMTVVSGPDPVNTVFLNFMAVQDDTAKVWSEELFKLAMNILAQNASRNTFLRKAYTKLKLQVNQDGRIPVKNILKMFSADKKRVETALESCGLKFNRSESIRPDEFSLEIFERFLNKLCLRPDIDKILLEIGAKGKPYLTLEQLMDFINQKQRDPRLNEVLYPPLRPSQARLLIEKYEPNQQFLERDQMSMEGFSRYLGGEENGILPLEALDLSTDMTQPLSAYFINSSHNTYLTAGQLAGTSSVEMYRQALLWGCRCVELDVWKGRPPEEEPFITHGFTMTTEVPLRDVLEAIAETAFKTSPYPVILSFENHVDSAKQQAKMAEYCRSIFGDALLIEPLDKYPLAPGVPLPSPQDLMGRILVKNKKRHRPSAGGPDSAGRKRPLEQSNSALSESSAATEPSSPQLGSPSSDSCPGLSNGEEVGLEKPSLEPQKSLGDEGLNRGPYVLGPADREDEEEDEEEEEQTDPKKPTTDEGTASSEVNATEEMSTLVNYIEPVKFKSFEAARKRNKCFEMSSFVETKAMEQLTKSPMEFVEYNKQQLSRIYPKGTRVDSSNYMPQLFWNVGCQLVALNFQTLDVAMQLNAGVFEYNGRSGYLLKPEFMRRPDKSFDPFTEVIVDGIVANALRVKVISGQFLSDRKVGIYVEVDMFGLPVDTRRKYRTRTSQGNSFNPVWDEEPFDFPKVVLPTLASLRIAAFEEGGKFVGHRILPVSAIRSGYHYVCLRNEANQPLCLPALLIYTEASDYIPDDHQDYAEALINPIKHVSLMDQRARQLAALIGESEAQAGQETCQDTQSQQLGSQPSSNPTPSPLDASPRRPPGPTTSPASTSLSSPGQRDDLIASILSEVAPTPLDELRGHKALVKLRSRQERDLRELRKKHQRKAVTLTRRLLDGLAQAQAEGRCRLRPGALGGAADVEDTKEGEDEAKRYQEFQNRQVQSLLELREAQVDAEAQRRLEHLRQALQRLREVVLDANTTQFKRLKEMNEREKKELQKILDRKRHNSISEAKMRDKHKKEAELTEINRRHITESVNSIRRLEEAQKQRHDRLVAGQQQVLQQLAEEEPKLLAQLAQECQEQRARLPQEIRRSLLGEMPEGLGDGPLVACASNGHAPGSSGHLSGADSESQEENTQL
MBD2 inh – blocks human MBD2 binding to methylated DNA; AID 686964; 370,000 tested, 0.31% active; inhibition, % at 4.4 µM; TR-FRET, MBD2 binding to methylated oligonucleotide; Q9UBB5; in the data active means inhibition above about 13%
ssDAF12 agonist – activates DAF-12 receptor from parasite S. stercoralis; HEK293 ssDAF-12/GRIP1 lit1-tk-luc reporter, luminescence; % of 3 µM dafachronic acid response; 370,000 tested, 1% active; activation, % at 6.8 µM;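 active means activation above the mean over all tested compounds plus 3 SD, cut at about 0.9% in these data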;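 further: 0% = DMSO-only wells and 100% = 3 µM delta7-dafachronic acid wells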
ADAM17 inh – inhibits human ADAM17 | recombinant ADAM17, EDANS/DABCYL FRET peptide cleavage | AID 720648 | 370,000 tested, 0.83% active | P78536 | inhibition, % at 6.95 µM;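 active means inhibition above the mean of compounds lying between control limits plus 3 SD, set per campaign, cut at about 8.5% in these data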;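 further: 0% = DMSO-only wells as the low control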
DAX1 inh-1 – inhibitors of human orphan nuclear receptor DAX1 (NR0B1); inhibition, % at 6.75 µM; AID 504766; 340,000 tested, 0.99% active; P51843; HEK293 Gal4-DAX1 luciferase reporter, luminescence;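 active means inhibition above the mean over all tested compounds plus 3 SD, cut at about 4.2% in these data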;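 further: 0% = DAX1-transfected cells with DMSO and 100% = empty-vector control cells with DMSO; inhibition shows as a rise in luminescence from relieved DAX1 repression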
hcDAF12 agonist – activators of H. contortus DAF-12 nuclear receptor; HEK293 hcDAF-12 lit1-tk-luc reporter, luminescence; 0% DMSO, 100% Δ7-dafachronic acid; activation, % at 6.8 µM; 370,000 tested, 1.4% active; AID 652067;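 active means activation above the mean of all tested compounds plus 3 SD, cut at about 5.5% in these data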;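 further: 100% = response to 3 µM Δ7-dafachronic acid high control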
DAX1 inh-2 – inhibitors of DAX1 repression of SF-1 activated StAR promoter | HEK293T StAR-luciferase reporter, SF-1/DAX-1 repression relief | inhibition, % at 6.8 µM | 370,000 tested, 1.1% active | AID 652010;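 active means inhibition above the mean over all tested compounds plus 3 SD, cut at about 3.6% in these data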;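 further: 0% = DAX-1 cells with DMSO and 100% = cells lacking DAX-1 with DMSO; higher inhibition means more luminescence from relief of DAX-1 repression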
SMARCA2 act – SMARCA2 function activation, primary screen | MG213 cells, MMTV-luciferase reporter, dexamethasone, overnight | activation, % at 9.1 µM | 370,000 tested, 1% active | AID 652017; in the data active means activation above about 7.8%;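 further: 0% = vehicle wells and 100% = reference activator wells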
Starred values were filed as active, the others as inactive; i = inactive; / = no result given.

SMILES	hgDAF12 agonist	Rev-erbA mod	PLCg1 inh	PLCb3 inh	MBD2 inh	ssDAF12 agonist	ADAM17 inh	DAX1 inh-1	hcDAF12 agonist	DAX1 inh-2	SMARCA2 act
COc1ccnc(CSC(N)=Nc2ccccc2OC)c1	1.4	7	-32	-40	2	-0.7	-8	-0.2	-1.3	-0.2	-3
Cc1cc(O)c(-c2cc(C(=O)Nc3sc4c(c3C(=O)NCc3ccco3)CCC4)[nH]n2)cc1C	-0.2	-13	-15	-23	3	-0.9	-5	1.5	-1.3	0.7	0
COc1ccc(OC)c(CNC(=O)CCNC(=O)Cn2ccc3ccccc3c2=O)c1	-0.8	-4	7	4	-2	-1.2	-1	1.4	-2.2	-0.6	-3
CC12CN3CC(C)(CN(C1)C3c1cc(Br)ccc1O)C2=O (stereo not drawn)	1.7	18	2	4	-5	-0.9	4	0.6	-1.0	-0.8	-2
COc1cc2c(cc1OC)C(Nc1ccccc1)=NC(C)(C)C2	0.9	1	-1	-1	1	-1.6	-2	0.6	-0.6	0.6	1
COc1cc(NC(=O)c2ccccc2)c(C)cc1NC(=O)CSc1nnc(-c2ccccc2F)n1-c1ccc(C)cc1	1.0	-4	-3	-5	-4	-0.4	12*	/	0.2	-3.1	-5
O=C(Nc1sc2c(c1C(=O)O)CCCC2)c1cccs1	5.6	2	-106	-129	-2	-0.8	0	1.2	2.9	1.9	2
CC(C)CCOc1ccc(Cl)cc1CN1CCOCC1	2.5	5	-1	0	-3	-0.9	-2	0.6	0.1	0.2	2
NCCC(=O)Nc1ccc(Cl)cc1C(=O)c1ccc[nH]1	3.0	0	-35	-52	2	-0.8	-36	/	-0.3	/	/
Cc1cn([C@H]2C[C@H](O)[C@@H](CNCc3ccc(N4CCN(C)CC4)cc3F)O2)c(=O)[nH]c1=O	1.1	-1	4	1	-2	-0.8	0	1.1	-0.5	3.1	2

Full records from above. Order of screens: hgDAF12 agonist	Rev-erbA mod	PLCg1 inh	PLCb3 inh	MBD2 inh	ssDAF12 agonist	ADAM17 inh	DAX1 inh-1	hcDAF12 agonist	DAX1 inh-2	SMARCA2 act
COc1cc(NC(=O)c2ccccc2)c(C)cc1NC(=O)CSc1nnc(-c2ccccc2F)n1-c1ccc(C)cc1 is listed as 1.0	-4	-3	-5	-4	-0.4	12*	/	0.2	-3.1	-5
O=C(Nc1sc2c(c1C(=O)O)CCCC2)c1cccs1 is listed as 5.6	2	-106	-129	-2	-0.8	0	1.2	2.9	1.9	2
COc1cc2c(cc1OC)C(Nc1ccccc1)=NC(C)(C)C2 is listed as 0.9	1	-1	-1	1	-1.6	-2	0.6	-0.6	0.6	1

Remaining list, next part:
SMILES	hgDAF12 agonist	Rev-erbA mod	PLCg1 inh	PLCb3 inh	MBD2 inh	ssDAF12 agonist	ADAM17 inh	DAX1 inh-1	hcDAF12 agonist	DAX1 inh-2	SMARCA2 act
COc1ccccc1N(CC(=O)NCCN1CCOCC1)S(=O)(=O)c1ccc(C)cc1	-0.8	-1	0	2	-3	-0.7	0	0.2	-1.0	0.0	1
C=CCN(CC#Cc1ccccc1)CC=C	-1.3	2	2	6	-3	-0.9	0	/	2.1	0.9	0
CC1CCC(NC(=O)COC(=O)CNC(=O)c2ccc3ccccc3c2)CC1 (stereo not drawn)	0.7	3	5	-7	-2	-1.1	-1	-0.8	0.0	1.7	-2
CC(=O)c1c(C)[nH]c(C2=NNC(=NCc3ccccc3)SC2)c1C	1.3	3	-15	-18	-7	-1.4	-6	2.1	1.0	0.0	-2
CC(=O)N1CCc2c(sc3c2c(=O)n(-c2ccccc2)c(=O)n3Cc2ccccc2Cl)C1	-3.6	-2	0	0	6	-1.9	0	0.6	-0.6	-1.0	-4
CCN(CC(=O)Nc1ccc(NC(C)=O)cc1)C(=O)c1n[nH]c(=O)c2ccccc12	4.8	-8	5	-8	-8	-1.6	-1	-2.1	-0.6	0.0	3
CC(=O)Nc1ccc(NC(=O)C(C)N2CCN(S(=O)(=O)c3ccc(C)cc3)CC2)cc1 (stereo not drawn)	2.0	1	4	-4	-2	-0.9	1	-0.3	-0.6	0.5	2
O=C(CCC(=O)N1CCOc2ccc(Cl)cc21)NCc1ccccc1	-0.2	-9	2	2	-2	-1.0	-3	0.1	0.1	-0.1	1
O=C1C=C(OCc2ccccc2)CN1	-1.2	-7	3	3	3	-1.2	-3	-0.6	-0.9	-0.1	-2
CCN(CC)C(=O)CC[C@H]1CC[C@]2(CCCN(Cc3nccn3C)C2)O1	0.1	1	1	3	3	-0.9	-2	/	-0.4	0.9	-2
CN(Cc1ccccc1)S(=O)(=O)c1ccc(NC(=S)NC(=O)C2CCCCC2)cc1	1.3	5	3	4	1	-1.4	0	-1.7	-0.7	-0.2	-2
Cc1ccc(OCC(=O)NNC(=O)c2ccoc2C)c(Br)c1	0.4	4	4	0	-4	-1.8	-2	-2.2	-0.8	-0.2	-2
Cc1c(NC(=O)c2cc(-c3ccc(Br)cc3)on2)c(=O)n(-c2ccccc2)n1C	3.2	9	-3	-5	0	-1.4	-1	-0.3	-0.6	-1.0	-1
O=C(O)C1=C[C@H](c2ccc3c(c2)OCO3)C[C@H](OCc2ccc(CO)cc2)O1	-0.2	5	-71	-124	7	-0.6	-24	0.8	-0.7	-0.5	1
CCC(=O)N1CCN(c2ccccc2NC(=O)Cc2ccccc2)CC1	1.2	1	-7	-2	-1	-0.4	-7	2.6	4.7	0.7	0
C/C(=N/NC(=O)Nc1ccccc1)c1ccc(C)cc1	-2.1	-1	6	0	0	-1.2	4	2.2	-1.6	-0.2	8.7*
COc1ccc(N2CC(NS(=O)(=O)c3ccc4ccccc4c3)CC2=O)cc1OC (stereo not drawn)	-1.9	0	3	-5	4	-1.5	-2	-0.3	-1.7	-1.7	-2
Cc1ccc(C2=NNC(c3cccc(F)c3)S2)cc1 (stereo not drawn)	17*	-5	-1	-10	3	1.6*	-10	-1.8	14*	9.5*	1
CN(CC(=O)Nc1ccc(Cl)c(C(F)(F)F)c1)C(=O)c1ccccc1SCC(=O)N1CCCC1	-3.5	-1	0	-2	7	-0.9	0	-1.3	-0.6	-1.8	-1
Cc1cccc(-c2nc(CS(=O)CC(=O)NC(C)CCc3ccccc3)c(C)o2)c1 (stereo not drawn)	-1.6	-5	-3	-9	0	-1.1	1	0.1	-2.6	-0.1	-1
CSc1ccc(CSCC(=O)N2CCN(S(=O)(=O)c3ccc(C)cc3C)CC2)cc1	0.3	3	-1	-8	-4	-1.3	5	-0.9	-2.8	-3.0	-3
CC(Nc1cc(=O)n(C)c(=O)n1C)c1ccccc1 (stereo not drawn)	1.8	2	3	3	0	-1.1	-2	-0.6	-0.3	0.1	2
CCOc1ncccc1C(=O)Nc1cc2c(cc1Br)OCCO2	7.2	-5	-11	-18	-3	-0.8	-4	0.4	0.7	0.6	-1
N#C/C(=C\c1ccc(O)c([N+](=O)[O-])c1)C(=O)NCc1ccccc1	-2.2	15	1	2	-3	-1.1	-1	0.9	-1.0	-0.3	-3
S=c1[nH]nc(Nc2ccccc2Cl)s1	7.3	-3	2	-1	4	-1.2	0	0.7	-0.9	1.3	-1
CC(=O)Nc1ccccc1OCC(=O)NC1CCCCC1C (stereo not drawn)	-0.1	1	-1	-1	-6	-0.2	-1	-0.2	-2.1	-0.4	-1
N#Cc1ccccc1S(=O)(=O)N1CCN(C(=O)CN2C(=O)NC3(CCCC3)C2=O)CC1	2.2	5	-2	-5	1	-0.7	-5	-0.9	0.3	0.9	-1
O=C(c1cccc([N+](=O)[O-])c1)N1CCN(c2ccc(N3CCOCC3)nn2)CC1	-1.7	-5	0	-2	3	-0.9	-1	1.2	0.0	-0.1	-2
Cc1cc(C(=O)Nc2sccc2C#N)c2ccccc2n1	-1.2	-2	-13	-22	-2	0.7	-1	-0.5	5.9*	-0.1	-1
O=C(CCSCc1ccccc1Cl)N1CCN(c2ccccn2)CC1	1.8	2	2	-3	-2	-1.0	-3	0.4	0.5	1.4	6
CC(=O)NC12CC3CC(C1)CC(C(=O)N(C)Cc1cccc(Cl)c1Cl)(C3)C2	-2.7	0	13*	-3	-2	-1.7	-2	-0.2	0.0	-1.8	-1
O=C1O[C@@H](c2ccccc2)C[C@@H](O)[C@H](O)CCc2ccccc21	-1.8	2	0	0	-3	-1.5	-3	/	-2.5	0.0	2
Cc1noc(C)c1Cc1ccc(O)cc1	-0.2	1	0	4	-5	-0.1	2	0.7	-1.0	-0.7	5
Cc1ccccc1-c1noc(C23CC4CC(CC(C4)C2)C3)n1	3.1	6	5	1	1	-0.9	-1	2.7	-1.4	-0.9	-3
O=C(CN1CCN(c2ccccc2)CC1)Nc1ccc2c(c1)OCCO2	2.6	-3	5	-5	0	-0.2	-5	-0.3	0.7	0.4	-3
COc1ccccc1CNc1nc(NCc2ccccc2OC)c2sccc2n1	-7.0	7	2	0	8	-2.0	1	/	-3.7	-3.8	-7
COC(=O)C1CC(O)CN1C(=O)c1ccco1 (stereo not drawn)	-2.3	5	0	3	-1	-1.2	-3	3.9	1.0	-0.3	2
CCCC(C)NC(=O)c1c2c(nc3ccccc13)CCC2 (stereo not drawn)	0.9	-4	-4	-4	0	-1.8	-6	3.0	0.2	-0.5	2
CC(NC(=O)CCNS(=O)(=O)c1cccc2nsnc12)c1ccccc1 (stereo not drawn)	-1.4	2	7	-68	4	-1.4	2	0.7	1.4	0.2	2
CN(c1ccccc1)S(=O)(=O)c1ccc(Cl)c(C(=O)OCC(=O)N2CCOCC2)c1	-0.1	-4	1	-4	2	-1.6	-2	-1.1	-1.5	0.2	-2
CC1(C)CC(=O)C(C(c2ccncc2)C2C(=O)CC(C)(C)CC2=O)C(=O)C1	-0.7	-5	0	2	-1	-0.8	-3	-0.1	-2.0	-0.2	1
O=C(O)c1ccccc1Nc1cc(Cl)c2nonc2c1[N+](=O)[O-]	-3.0	5	-1	-1	-12	-0.9	-4	0.1	0.4	0.3	-3
CCN(CC)CCC(O)(c1ccc2c(c1)OCO2)c1cc(OC)c(OC)c(OC)c1 (stereo not drawn)	-0.5	-7	1	0	2	0.5	-4	0.1	1.0	1.0	-3
COc1ccc(OC)c2c1sc(=NC(=O)C(C)C)n2C	-4.0	-4	-4	-1	-2	-0.9	1	-1.6	-0.3	0.5	6
Cc1cc(-c2ccc(S(=O)(=O)N3CCN(c4ccccc4F)CC3)s2)on1	-0.6	2	0	-9	3	-1.4	-1	-0.2	-1.5	-1.5	-1
CO/N=C/CC(=O)c1cnc(-c2ccc(Cl)cc2)s1	8.5	-2	-13	-15	-4	-0.6	-3	0.2	-0.5	0.2	0
O=C(O)COc1ccc(S(=O)(=O)NCCc2ccccc2)cc1	-0.6	7	0	2	0	-1.0	-5	-0.3	0.6	-0.8	-1
O=c1[nH]c2ccc(S(=O)(=O)N3CCCCC3)cc2[nH]c1=O	-1.3	-7	0	-4	-3	-1.5	-6	1.8	0.5	0.1	2
NC(=O)c1c(N)[nH]c(C(=O)c2ccccc2)c1-c1ccccc1Br	-0.1	9	-4	-11	-7	-0.9	2	/	0.3	2.0	2
COc1ccc(NC(=O)C(c2ccncc2)n2c(=O)c(-c3cc4ccccc4[nH]3)nc3ccccc32)cc1 (stereo not drawn)	4.7	2	i	i	-5	1.2*	-88	/	4.5	0.2	1
CCN(CC)C(=O)C1=C(C)N(CCCN2CCCC2=O)C(=O)C(CC(=O)NCc2ccco2)C1 (stereo not drawn)	-2.9	2	4	0	2	-1.0	-5	0.3	-0.1	-0.8	-5
